Shn3 3UTR inh – reduces Shn3 3'UTR luciferase signal in osteoblasts; Clone20 osteoblast Shn3 3'UTR firefly luciferase, 24 h; inhibition, % at 12.5 µM; 360,000 tested, 0.52% active;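 active = mean inhibition of at least 75% with every replicate also reaching 75%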;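 also: 0% = median of neutral control wells and 100% = pilot-screen positive control compound; some compounds past the cut are filed as inactive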
HIF-2a block – blocks HIF-2a reporter activity; 786-0 RCC cells HIF-2a reporter, luciferase luminescence, overnight; inhibition, % at 18.8 µM; 360,000 tested, 0.72% active; AID 624352;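 active = inhibition of the luminescence signal of 40% or more relative to plate controls, in a single-dose primary screen at 18.75 µM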
iPSC survival up – enhancers of human iPSC single-cell survival | AID 602274 | hiPSC single-cell survival, ATPlite luminescence; 100% = ROCK inhibitor wells, 0% = DMSO | 360,000 tested, 0.044% active | survival enhancement, % at 20 µM; in the data active = survival enhancement above about 18%;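 also: cells exposed to compounds for 16 hours before the ATP read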
NR2E3 ag-1 – NR2E3 (human) agonism; inhibition of corepressor binding, % at 4.78 µM; AID 2300; Q9Y5X4; 320,000 tested, 0.12% active; GST-NR2E3/biotin-RetCOR TR-FRET, 1536-well;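 active = percent inhibition above the cutoff of mean plus 3 SD of all tested compounds, set per screening campaign, cut at about 20% in these data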;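 also: 0% = DMSO wells and 100% = biotin wells as full block of FRET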
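Material: NR2E3–RetCOR corepressor complex | Quantity: 1.35 nM GST-tagged NR2E3 final | Schedule: 5 h at 4 °C | Replication: Singlicate compound wells | Reagent: RetCOR corepressor, biotinylated, 7 nM | Controls: Biotin wells as high control, 0.6% DMSO wells as low control | Signal: TR-FRET, Eu(K)-anti-GST donor, streptavidin-D2 acceptor, ex 340, em 617/671 nm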
NR2E3 ag-2 – agonists of human NR2E3 nuclear receptor | Q9Y5X4 | CHO-S Gal4-NCOR/VP16-NR2E3 two-hybrid, luciferase | inhibition of corepressor binding, % at 3.98 µM | 360,000 tested, 0.35% active | AID 602229;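 active = inhibition above the mean of all tested compounds plus 3 SD, cut at about 70% in these data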;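 also: 0% = DMSO with NR2E3 transfected cells and 100% = cells lacking NR2E3 construct; higher means lower luciferase signal from less NR2E3 corepressor binding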
HTR2A ag – activates the mouse 5-HT2A serotonin receptor. activation, % at 7.6 µM. P35363. CHO-K1 mHTR2A beta-arrestin complementation, luminescence; percent of 30 µM serotonin response. 360,000 tested, 0.66% active. AID 624169;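 active = activation above a run cutoff, the mean activation of all tested compounds plus 3 SD, cut at about 14% in these data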;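 also: 0% = plate median of compound wells and 100% = 30 µM serotonin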
Target sequence (P35363 whole entry, looked up): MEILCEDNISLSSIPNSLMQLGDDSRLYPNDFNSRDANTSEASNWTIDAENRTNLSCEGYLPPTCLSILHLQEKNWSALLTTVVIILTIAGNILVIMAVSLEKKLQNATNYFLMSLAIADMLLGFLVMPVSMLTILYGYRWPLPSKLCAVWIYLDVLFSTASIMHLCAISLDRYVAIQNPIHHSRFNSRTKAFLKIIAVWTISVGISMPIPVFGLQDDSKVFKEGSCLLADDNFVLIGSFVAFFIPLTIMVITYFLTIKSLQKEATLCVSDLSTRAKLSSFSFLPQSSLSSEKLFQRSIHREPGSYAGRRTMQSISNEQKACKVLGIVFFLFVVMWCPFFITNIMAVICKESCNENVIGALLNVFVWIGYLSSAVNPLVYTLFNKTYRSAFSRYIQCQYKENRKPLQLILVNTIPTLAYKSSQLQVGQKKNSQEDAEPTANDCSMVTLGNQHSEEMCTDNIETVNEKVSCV
PDI inh – inhibitors of human protein disulfide isomerase. PDI insulin aggregation turbidity, A650, 90 min. inhibition, % at 10 µM. AID 588391. 350,000 tested, 0.052% active;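 active = mean inhibition across replicates of 30% or more, whatever share of single replicates reach that level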;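 also: absorbance from insulin aggregation driven by PDI reduction with DTT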
Target sequence (P07237 whole entry, looked up): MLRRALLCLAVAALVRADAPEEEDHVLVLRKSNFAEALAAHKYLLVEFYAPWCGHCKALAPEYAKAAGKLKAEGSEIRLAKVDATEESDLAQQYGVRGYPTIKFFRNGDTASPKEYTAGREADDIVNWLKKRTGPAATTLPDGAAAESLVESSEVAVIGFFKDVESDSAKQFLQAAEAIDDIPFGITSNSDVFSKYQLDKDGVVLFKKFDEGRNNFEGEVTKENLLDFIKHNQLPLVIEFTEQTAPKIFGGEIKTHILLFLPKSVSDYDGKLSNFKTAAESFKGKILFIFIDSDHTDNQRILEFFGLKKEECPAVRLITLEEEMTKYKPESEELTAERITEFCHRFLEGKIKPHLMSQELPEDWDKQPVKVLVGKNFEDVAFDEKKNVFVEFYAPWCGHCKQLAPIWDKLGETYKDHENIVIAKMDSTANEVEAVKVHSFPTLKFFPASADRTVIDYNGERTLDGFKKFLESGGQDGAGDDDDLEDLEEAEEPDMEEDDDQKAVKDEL
Peg3 prom inh – Peg3 promoter activity inhibition; HeLa PEG-Prom luciferase reporter, luminescence, overnight; inhibition, % at 20 µM; 360,000 tested, 1.7% active;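 active = inhibition of at least 50% at 20 µM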
CaV13 FRET inh – Primary screen for inhibitors of IQ motif and Ca2+-dependent inactivation inhibitor domain binding in CACNA1D, Förster resonance energy transfer in living cells, …; AID 743397; inhibition, % at 12.3 µM; HEK cells, CFP/YFP FRET ICDI-IQ, plate reader, 10 min; percent FRET-ratio fall versus neutral wells; 340,000 tested, 0.098% active;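 active = mean replicate inhibition of at least 30% and at least 1% of replicates passing that level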;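 also: 0% = median of the neutral control wells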
TRPM1 prom inh – MITF TRPM1 promoter inhibition in SK-MEL-5 cells. SK-MEL-5 TRPM1 promoter luciferase, 24 h. inhibition, % at 12.5 µM. 330,000 tested, 0.83% active. AID 488899;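 active = mean inhibition across replicates of 60% or more, whatever share of single replicates reaches that level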; also: values of inactives mirror those of a sister screen read the other way
H9c2 protect – modulators protecting cardiomyocytes from myocardial damage | H9c2 cardiomyocytes, H2O2 injury protection, ATPLite, 2 h | protection from H2O2 cell death, % at 20 µM | 360,000 tested, 0.63% active | AID 588492;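 active = compounds giving at least 50% protection of heart cells from peroxide-induced death in the single-dose screen, raw or plate-pattern-corrected value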;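 also: 0% = DMSO wells with peroxide and 100% = DMSO wells without peroxide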
* hit, by the source's call; · = not tested or not shown. This is a random part of the collection (roughly 3.9% active in at least one column).

# | molecule | HIF-2a block | NR2E3 ag-1 | NR2E3 ag-2 | TRPM1 prom inh | Peg3 prom inh | Shn3 3UTR inh | iPSC survival up | HTR2A ag | H9c2 protect | CaV13 FRET inh | PDI inh
1 | COc1ccc(OCc2cc(C(=O)NC3CCOC(C)(C)C3)no2)c2ccccc12 (stereo not given) | -183.0 | 1.7 | -115.6 | -8.1 | -321.4 | -81.0 | -0.4 | 6.4 | -7.1 | -7.3 | -0.3
2 | COc1ccc(NC(=O)C2C3CCC4C(CCC32)C4(Cl)Cl)cc1 (stereo not given) | -12.6 | 1.8 | -1.3 | -5.7 | -6.2 | 1.3 | 2.0 | -4.3 | -2.1 | -3.5 | 14.6
3 | O=C(CCc1nnc(Cc2ccc(-c3ccccc3)cc2)o1)N1CCCC1 | 6.2 | 4.4 | 15.0 | 0.0 | 11.3 | 2.8 | 1.0 | -7.5 | 3.1 | 5.5 | 1.2
4 | Cc1ccc(C2=NN(C(=O)CCC(=O)O)C(c3cccc([N+](=O)[O-])c3)C2)cc1 (stereo not given) | 0.5 | 1.3 | -11.8 | 2.4 | 8.0 | -4.7 | 0.7 | 4.2 | 2.6 | -19.6 | 5.5
5 | CC(OC(=O)CNC(=O)c1cccc(F)c1)C(=O)NC1CCCCC1C (stereo not given) | 20.3 | 2.8 | -12.1 | -0.4 | 1.8 | -3.1 | -0.4 | -2.1 | 2.0 | -13.8 | -0.7
6 | CN1OC(c2ccccc2)=C(CO)C1c1ccccc1 (stereo not given) | 3.7 | 1.6 | 8.5 | -2.2 | 40.5 | 4.7 | -4.2 | 3.1 | -0.5 | -5.6 | 2.5
7 | O=C1COc2ccc(C(=O)COC(=O)c3ccc4ccccc4n3)cc2N1 | 14.0 | -5.9 | -10.4 | -2.2 | 6.1 | 8.3 | 1.2 | 7.6 | -1.1 | · | 6.0
8 | Cc1cccc(C)c1NC(=O)C(NS(=O)(=O)c1cccs1)c1ccccc1 (stereo not given) | 21.7 | 3.5 | -14.6 | -5.4 | -3.6 | 0.8 | 1.5 | 5.0 | -0.8 | -18.7 | 6.2
9 | COC(=O)C1=C(C)NC=C([N+](=O)[O-])C1c1ccc(OC)cc1 (stereo not given) | 17.4 | 1.9 | 7.2 | 11.5 | -0.4 | 6.0 | -0.3 | -2.2 | 10.4 | -15.4 | 4.3
10 | CN1C(=O)C(=O)/C(=C(/O)c2ccc(Br)cc2)C1c1ccc(F)cc1 (stereo not given) | 10.1 | 13.7 | 5.7 | 1.0 | 11.3 | -7.2 | -0.4 | 0.9 | -2.1 | -21.2 | 3.3
11 | CCOC(=O)C1C(=O)C(C(C)=O)C(=O)CC1CC(C)SCC (stereo not given) | 11.1 | 2.3 | -16.0 | 3.1 | 3.8 | -39.7 | 1.6 | 1.5 | 5.1 | -7.5 | 7.2
12 | COc1ccc(-c2cn3cccnc3n2)cc1NS(=O)(=O)c1ccccc1 | 4.5 | 2.5 | -8.7 | -23.4 | 9.3 | 6.1 | 0.1 | 3.3 | 7.3 | -0.7 | -2.0
13 | O=c1c(/C=N\NS(=O)(=O)c2ccccc2)coc2ccc(Cl)cc12 | 1.6 | 5.0 | -7.9 | -13.6 | 6.8 | 8.0 | -0.6 | -4.1 | -2.1 | -6.6 | -2.4
14 | CCCCn1c2nc3ccccc3nc2c2c(=O)n(-c3ccccc3)cnc21 | 4.8 | 2.9 | -5.5 | -20.2 | 8.0 | 6.5 | -0.9 | 8.2 | -0.3 | -5.0 | 12.6
15 | COc1ccc(-c2csc(NC(=O)CN3C(=O)NC4(CCCC4)C3=O)n2)cc1OC | -12.5 | -1.1 | 5.4 | -7.4 | -10.3 | 14.3 | 0.5 | 4.8 | 2.2 | -4.5 | -1.3
16 | N/C(=N\NS(=O)(=O)c1ccc(Cl)cc1)c1ccccn1 | 10.2 | -1.9 | 2.2 | 5.2 | 7.3 | -4.8 | 0.3 | -7.1 | -6.1 | -1.8 | -2.6
17 | CNC(=O)CSc1nc(-c2ccccc2)c(-c2ccccc2)[nH]1 | 25.5 | 1.0 | 2.7 | 15.8 | 11.9 | 10.5 | 2.1 | -3.5 | -3.5 | -7.6 | -2.0
18 | Cc1n[nH]c(C)c1CN(C)C(=O)C1CCC(=O)N(CC2CCCCC2)C1 (stereo not given) | -1.3 | -2.7 | 11.4 | 3.0 | -1.6 | 11.2 | -0.4 | 3.0 | 3.0 | · | -2.5
19 | CCOC(=O)c1cc(C#N)c(SCC(=O)Nc2ccc(C(C)=O)cc2)[nH]c1=O | -31.5 | -1.6 | -19.6 | -5.2 | -24.7 | -8.0 | -0.6 | -0.2 | -1.4 | -1.8 | 2.7
20 | Cc1nn(C)c(C)c1S(=O)(=O)N1CCC(C(=O)NC(C)c2ccccc2)CC1 (stereo not given) | 3.1 | 2.0 | 7.9 | 6.1 | -8.2 | 16.4 | 0.0 | 5.3 | 4.3 | -1.5 | ·
21 | C[C@@H]1CN([C@@H](C)CO)C(=O)c2cc(NC(=O)c3ccccc3)ccc2O[C@@H](C)CCCCO[C@@H]1CN(C)Cc1ccc(C(F)(F)F)cc1 | -26.4 | · | 4.4 | · | 33.0 | 26.1 | -0.2 | 0.5 | -14.7 | -5.4 | -4.4
22 | Cc1cccc(C)c1NC(=O)CNC(=O)c1cncc(Br)c1 | -1.4 | -0.3 | 9.6 | 7.9 | 6.1 | -18.5 | -0.2 | -3.2 | -3.8 | -5.4 | -8.9
23 | COc1cccc(-c2cnc3c(NC(C)=O)cc(-c4cccc(NS(C)(=O)=O)c4)cn23)c1 | 12.3 | · | 5.5 | · | 34.5 | 6.6 | 1.3 | 7.9 | 63.3* | -5.1 | -0.6
24 | CC(=O)C1=CCC(c2ccccc2Cl)N(S(=O)(=O)c2ccc(C)cc2)C1 (stereo not given) | 20.9 | · | 7.0 | · | 41.0 | 0.9 | 0.1 | -2.7 | 2.5 | -6.7 | ·
25 | CC(=O)N1Cc2cc(C(=O)NCC(F)(F)F)nc(-c3cccc(-c4cc5ccccc5o4)c3)c2[C@H]1CCO | -179.4 | · | -10.9 | · | · | · | -1.3 | -1.3 | · | -6.7 | ·
26 | O=C(c1cnn2c(C(F)F)cc(-c3ccccc3)nc12)N1CCc2ccccc2C1 | 31.5 | 1.3 | 17.6 | 7.4 | 19.0 | 18.3 | -2.6 | -3.1 | 3.1 | 16.8 | -6.8
27 | CCN(CC)c1ccc(C(=O)c2cnc(/N=C/N(C)C)s2)cc1 | -141.2 | 5.3 | -103.1 | -21.2 | -84.1 | -25.9 | -0.3 | -1.6 | 3.9 | -22.0 | 5.2
28 | Cc1ccc(Cc2c(-c3ccccc3)nc3cc(C)c(Br)c(C)n23)cc1 | -57.5 | · | -39.8 | · | -49.6 | -27.8 | -1.2 | -3.1 | 1.2 | -10.8 | ·
29 | COc1ccc(C(=O)NCc2nnc(SCC(=O)NC3CCCCC3)o2)cc1 | 12.8 | -4.5 | -6.2 | -8.6 | 2.2 | -22.4 | -0.5 | 1.0 | 1.0 | -2.1 | 5.8
30 | CC(C)(C)c1ccc(OCCC(=O)OCC(=O)NCc2ccccc2)cc1 | 5.7 | -3.5 | -4.4 | 7.7 | -0.2 | 6.6 | 0.8 | -2.9 | -8.3 | -5.6 | 5.5
31 | COc1ccc(CN(C)C(=O)c2ccc(COc3ccccc3)cc2)c(OC)c1 | -1.3 | 0.8 | -14.1 | -1.5 | 8.9 | 37.8 | -0.3 | -5.9 | -12.5 | -4.1 | 0.6
32 | CCOC1=C2[C@@H](CN(S(=O)(=O)c3ccc(C)cc3)[C@H]2c2ccc(CC)cc2)[C@H]2C(=O)N(c3ccccc3)C(=O)[C@H]2C1 | -9.9 | · | 3.3 | · | 0.0 | 34.6 | 0.9 | -1.0 | 2.3 | -6.0 | ·
33 | OC(c1ccc(F)c(F)c1)c1ncc(-c2ccc(Cl)cc2)[nH]1 (stereo not given) | -36.3 | · | 17.5 | · | -21.8 | 5.7 | -2.2 | 6.3 | -9.4 | -11.4 | -10.3
34 | Cc1cc(NC(=O)CSc2ccc(F)cc2)no1 | -16.6 | 1.9 | 6.0 | -6.4 | -14.5 | 9.4 | 1.1 | -0.7 | 4.7 | -5.2 | 1.6
35 | O=C(c1ccc(=O)oc1)N1CCN(C(c2ccccc2)c2ccccc2)CC1 | -9.1 | 1.4 | 5.0 | -9.0 | 5.3 | 2.2 | -1.0 | -7.8 | -0.4 | -9.7 | 1.8
36 | CCc1ccc(NC(=O)C/C(C)=N/NC(=O)COc2ccc(C)cc2Br)cc1 | -26.9 | 5.0 | -12.7 | 5.5 | -4.8 | -14.8 | -0.3 | 1.6 | -7.1 | -7.0 | -3.8
37 | O=S(=O)(NC1CCN(Cc2ccccc2)CC1)c1cccc2cccnc12 | -12.7 | 3.9 | -27.2 | 13.4 | -9.8 | 14.9 | 1.1 | 1.6 | 1.9 | -3.9 | -1.2
38 | Cc1ccc(S(=O)(=O)NCC2CCC(C(=O)NCc3ccco3)CC2)cc1 (stereo not given) | 10.8 | 2.3 | -25.0 | 8.9 | 15.3 | 6.3 | 1.7 | 1.0 | 0.8 | -7.3 | -1.8
39 | COc1cc(/C=N/NC(=O)c2cccc(S(=O)(=O)N3CCCCC3)c2)cc(Br)c1O | 14.6 | -2.4 | -8.2 | 9.1 | 13.6 | 13.4 | -0.8 | 9.8 | 4.9 | -1.6 | 1.0
40 | CC(C)CN(C(=O)COC(=O)C12CC3CC(CC(O)(C3)C1)C2)c1c(N)n(Cc2ccccc2)c(=O)[nH]c1=O | 11.8 | · | -2.4 | · | 2.3 | 10.7 | 0.6 | 5.9 | -2.2 | -9.8 | -3.9
41 | CCOc1ccc(Br)cc1S(=O)(=O)Nc1ccc(C(=O)Nc2ccc(C)cc2)cc1 | 11.4 | 0.4 | 4.8 | -7.6 | 19.8 | 10.0 | -1.7 | -3.1 | -10.7 | -2.9 | -1.9

One compound at a time, from the list above. Values in the order: HIF-2a block, NR2E3 ag-1, NR2E3 ag-2, TRPM1 prom inh, Peg3 prom inh, Shn3 3UTR inh, iPSC survival up, HTR2A ag, H9c2 protect, CaV13 FRET inh, PDI inh
Cc1ccc(S(=O)(=O)NCC2CCC(C(=O)NCc3ccco3)CC2)cc1 (stereo not given) in the list: 10.8, 2.3, -25.0, 8.9, 15.3, 6.3, 1.7, 1.0, 0.8, -7.3, -1.8
O=S(=O)(NC1CCN(Cc2ccccc2)CC1)c1cccc2cccnc12 in the list: -12.7, 3.9, -27.2, 13.4, -9.8, 14.9, 1.1, 1.6, 1.9, -3.9, -1.2
CC(C)CN(C(=O)COC(=O)C12CC3CC(CC(O)(C3)C1)C2)c1c(N)n(Cc2ccccc2)c(=O)[nH]c1=O in the list: 11.8, ·, -2.4, ·, 2.3, 10.7, 0.6, 5.9, -2.2, -9.8, -3.9

High-throughput results: PubChem BioAssay, several laboratories
